# Rtt109 HAT inh – inhibitors of C. albicans Rtt109/Vps75 HAT, primary screen, biochemical, ThioGlo CoA-SH fluorescence, plate reader. Histone acetyltransferase RTT109 (Candida albicans (strain SC5314 / ATCC MYA-2876)), …. purified Rtt109/Vps75, 4 h. inhibition, % at 34.9 µM. AID 540336, 2011. 330,000 tested, 0.16% active;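 active means inhibition of at least 50% in every replicate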
# Target sequence (Q5AAJ8 whole entry, looked up): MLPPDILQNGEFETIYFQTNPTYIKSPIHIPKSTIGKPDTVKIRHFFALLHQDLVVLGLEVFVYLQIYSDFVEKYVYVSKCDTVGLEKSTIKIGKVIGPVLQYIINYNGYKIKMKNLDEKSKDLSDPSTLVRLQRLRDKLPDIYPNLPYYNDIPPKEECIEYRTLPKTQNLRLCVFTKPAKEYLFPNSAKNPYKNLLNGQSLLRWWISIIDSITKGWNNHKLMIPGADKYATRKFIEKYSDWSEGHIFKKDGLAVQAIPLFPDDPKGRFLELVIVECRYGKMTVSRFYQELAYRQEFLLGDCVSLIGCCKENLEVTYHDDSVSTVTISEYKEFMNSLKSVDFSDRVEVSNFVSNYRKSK
# RTF Ca sens act – cardiac RTF calcium sensitivity activators, primary screen, biochemical, IANBD-TnC fluorescence, EC20 calcium; 340,000 tested, 0.24% active; Troponin I, cardiac muscle (Homo sapiens) + Troponin T, cardiac muscle (Homo sapiens) + …; activation, % at 7.2 µM; IANBD-labeled TnC RTF fluorescence at EC20 calcium; 0% EC20 calcium, 100% full calcium;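 active means activation above the mean over all tested compounds plus 3 SD, cut at about 30% in these data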;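 further: rise in fluorescence read as greater calcium sensitivity of cardiac thin filaments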
# Keap1 Nrf2 FP – Keap1-Nrf2 protein-protein interaction inhibitors, primary screen, biochemical, fluorescence polarization, single point; Kelch-like ECH-associated protein 1 (Homo sapiens), Q14145; Keap1 Kelch-Nrf2 peptide fluorescence polarization, 1536-well; inhibition, % at 9.4 µM; 340,000 tested, 0.15% active; AID 504523, 2011; in the data active means inhibition above about 12%;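 further: human Keap1 Kelch domain with fluorescein labeled Nrf2 9mer peptide probe; 0% = neutral control wells and 100% = peptide positive control; higher means more block of Keap1 binding to Nrf2 peptide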
# Mot1-301 SUMO – yeast Mot1-301 growth rescue at high temperature, primary screen, SUMOylation pathway inhibitor project, S. cerevisiae, ATP luminescence, 38.5C. AID 2716, 2010. 320,000 tested, 1% active. S. cerevisiae Mot1-301 growth rescue; percent above DMSO median, 100 means doubled. growth rescue, % at 18.8 µM;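 active means every valid replicate shows activation above 250% relative to neutral control wells; inactive means the rest, any valid replicate at or below 250%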;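 further: OY570 slx delta 5 strain wells were the positive control but not used for scaling; some compounds called inactive have numbers as strong as hits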
# RTF Ca sens inh – cardiac RTF calcium sensitivity inhibitors, primary screen, biochemical, IANBD-TnC fluorescence, EC70 calcium; IANBD-labeled cardiac RTF, Ca2+ fluorescence; 340,000 tested, 0.12% active; Troponin I, cardiac muscle (Homo sapiens) + Troponin T, cardiac muscle (Homo sapiens) + …; AID 493244, 2011; inhibition, % at 7.15 µM;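 active means inhibition above the mean inhibition of all tested compounds plus 3 SD, cut at about 17% in these data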;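 further: assay run at fixed EC70 calcium of 1.6 mM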
# PfHsp90 yeast 2 – growth inhibition of PfHsp90-expressing yeast, primary screen, antimalarial PfHsp90 inhibitor project, S. cerevisiae, BacTiter-Glo luminescence, single point, set 2; 310,000 tested, 0.32% active; inhibition, % at 9.4 µM; BacTiter-Glo ATP, 48 h; yeast lacking PDR1 and PDR3 efflux regulators;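 active means every replicate shows inhibition above about 80%, whatever the replicate mean, limit read from the data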;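 further: 0% = DMSO neutral controls and 100% = 20 µM radicicol positive controls; yeast relying on Plasmodium falciparum Hsp90 in place of its own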
# CDK5 inh – inhibitors of human CDK5/p35 kinase, primary screen, biochemical, single concentration; Cyclin-dependent kinase 5 (Homo sapiens) + Cyclin-dependent kinase 5 activator 1 (Homo …; AID 488839, 2010; 330,000 tested, 0.01% active; Recombinant CDK5/p35, ADP-Glo luminescence, 60 min; inhibition, % at 10 µM;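 active means highest replicate inhibition of at least 50% and at least 75% of replicates reaching 50%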;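 further: plate controls were DMSO neutral control for no effect and GW8510 at 10 µM for full effect; many of its hits are not listed in these tables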
# Target sequence (Q00535 whole entry, looked up): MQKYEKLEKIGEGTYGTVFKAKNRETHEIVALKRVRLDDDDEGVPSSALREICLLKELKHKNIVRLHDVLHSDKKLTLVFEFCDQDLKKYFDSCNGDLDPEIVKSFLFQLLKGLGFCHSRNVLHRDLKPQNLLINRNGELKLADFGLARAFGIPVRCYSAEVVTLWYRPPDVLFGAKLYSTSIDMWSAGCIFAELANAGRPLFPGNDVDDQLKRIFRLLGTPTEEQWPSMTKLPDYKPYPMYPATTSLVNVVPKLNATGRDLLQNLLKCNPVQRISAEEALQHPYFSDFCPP
# Target sequence (Q15078 whole entry, looked up): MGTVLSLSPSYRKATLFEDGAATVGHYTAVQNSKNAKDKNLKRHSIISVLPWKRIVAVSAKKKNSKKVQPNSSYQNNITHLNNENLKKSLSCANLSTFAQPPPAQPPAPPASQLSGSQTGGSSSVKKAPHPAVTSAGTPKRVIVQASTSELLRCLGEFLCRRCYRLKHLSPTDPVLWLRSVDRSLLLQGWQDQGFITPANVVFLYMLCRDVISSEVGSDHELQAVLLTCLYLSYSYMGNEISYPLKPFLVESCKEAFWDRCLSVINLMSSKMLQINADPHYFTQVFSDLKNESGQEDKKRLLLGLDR
# C-LANA FP – inhibitors of KSHV C-LANA binding to DNA, primary screen, biochemical, fluorescence polarization, FAM-LBS DNA, MBP-C-LANA, single point; Kaposi's sarcoma herpesvirus LANA C-terminal domain (residues 932-1162) DNA binding; inhibition, % at 9 µM; 340,000 tested, 0.078% active; AID 504423, 2011;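 active means highest replicate inhibition at or above 60% at 9 µM, even if other replicates fall short; inactive means all replicates below 60% inhibition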;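 further: 0% = neutral control wells and 100% = 4 µM acridine orange control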
# dFosB activator – activators of delta FosB homodimer, primary screen, biochemical, fluorescence polarization, TAMRA-CDK5 oligo, single point | AID 493131, 2011 | 340,000 tested, 0.99% active | purified delta FosB; percent of positive-control signal above neutral wells | activation, % at 25 µM;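 active means mean activation above about 17%, with every replicate also reaching it, limit read from the data, passing the limit was not always enough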;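 further: fluorescence polarization rise as delta FosB binds a TAMRA Cdk5 AP-1 oligo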
# PvdQ acylase – P. aeruginosa PvdQ acylase inhibitors, primary screen, biochemical, fluorescence, plate reader and imaging, single point; PvdQ acylase [Pseudomonas aeruginosa LESB58]; inhibition, % at 10 µM; purified PvdQ acylase; 340,000 tested, 0.063% active; in the data active means inhibition above about 30%, passing the limit was not always enough;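 further: 0% = vehicle neutral wells and 100% = reference inhibitor wells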
# NSD2 inh – NSD2 histone methyltransferase inhibitors, primary screen, biochemical, AlphaScreen, single concentration, set 2 | 310,000 tested, 0.54% active | Histone-lysine N-methyltransferase NSD2 (Homo sapiens), O96028 | NSD2 peptide methylation, 120 min | inhibition, % at 12.5 µM; in the data active means inhibition above about 50%
# Active calls of the source: *; i = inactive; · = no result given.
SMILES,Rtt109 HAT inh,RTF Ca sens act,Keap1 Nrf2 FP,Mot1-301 SUMO,RTF Ca sens inh,PfHsp90 yeast 2,CDK5 inh,C-LANA FP,dFosB activator,PvdQ acylase,NSD2 inh
COc1cccc(N2CCN(C(=S)Nc3ccccc3)CC2)c1,-2,1,6,-5,-6,-11,0.5,0.6,-6,-10,1
CCNC(=O)c1c(O)c2ccccc2[nH]c1=O,-21,5,3,-19,-10,26,-2.1,-0.4,-8,3,-2
O=C(NCCN1CCOCC1)c1ccc(CS(=O)(=O)c2c(Cl)cccc2Cl)o1,7,16,-7,-1,-8,16,-1.6,-1.2,5,-4,·
CC(C)OCCCNC(=O)c1cccc2c1C(=O)c1ccc(Cl)cc1S2(=O)=O,0,1,-2,6,-13,·,2.3,0.0,3,-11,·
O=C1CC2(CCN(C(=O)c3cccc([N+](=O)[O-])c3)CC2)Oc2ccccc21,-6,-3,-3,-6,-4,-20,0.6,1.4,-5,-7,10
Cc1ccc(C(=O)NCc2nnc(SCC(=O)Nc3ccccc3)n2C)cc1,-8,1,-4,33,1,15,-1.0,0.2,-4,-3,-3
CCOc1ccc2nc(NC(=O)c3ccc(S(=O)(=O)N4CCOCC4)cc3)sc2c1,-9,15,-3,59,-7,·,1.7,-0.9,6,-12,·
CN(c1ccccc1)S(=O)(=O)c1cccc(NC(=O)Cc2c(F)cccc2Cl)c1,4,7,-1,-18,-3,-23,1.3,-0.2,0,-10,-3
C[C@@H](NC(=O)c1cc2c([nH]c3ccccc32)c(-c2ccccc2)n1)C(=O)O,-3,-4,-3,-15,-2,-19,-0.7,0.8,-12,-1,-7
COc1ccc(COc2cc(-c3cccc(OC)c3)nc3ccc(NC(=O)c4cccnc4)cc23)cc1,5,-5,0,-10,7,·,0.8,-0.4,19*,-6,·
c1ccn2cc(C34CC5CC(CC(C5)C3)C4)nc2c1,5,-4,-2,·,-11,·,-0.7,-1.6,-6,-11,·
Cc1ccc2[nH]c(=O)c(CN(Cc3ccc4c(c3)OCO4)Cc3nnnn3Cc3ccco3)cc2c1,0,11,-13,-14,-9,-17,-3.4,0.5,-18,-16,1
c1ccc(COc2ccc(Oc3nc(N4CCCCC4)nc(N4CCOCC4)n3)nn2)cc1,·,5,-3,-2,-1,-41,-2.3,2.5,-9,-8,4
Clc1ccc(-n2nnnc2SCc2cn3ccccc3n2)cc1,1,5,-4,0,-17,-7,-2.0,-0.7,-31,-8,-2
COc1ccc(NC(=O)Nc2nnc(-c3cccs3)s2)cc1,62*,-1,7,-7,6,-17,1.4,1.6,-5,1,-3
CCCn1c(N)c(C(=O)CSc2nc(C)cs2)c(=O)n(C)c1=O,-2,5,-1,-10,0,-7,0.6,-0.9,2,1,0
COc1ccc(C2NC(=O)CS2)cc1 (configuration not stated),-30,-2,-6,2,-3,43,-3.3,0.1,0,-12,0
COc1ccc(NS(=O)(=O)c2cc(N=Nc3c(O)[nH]c(=O)[nH]c3=O)ccc2Cl)cc1,7,-3,5,-1,-12,-18,-1.7,-2.3,-16,6,4
O=C(NCc1ccccc1)C1CC(=O)N(c2ccc(OCC(=O)N3CCCC3)cc2)C1 (configuration not stated),0,6,3,-1,-13,10,-1.3,0.7,-1,-11,-3
CCOC(=O)CCCCCC(=O)Nc1ccc2c(c1)C(=O)N([C@H](C)CO)C[C@@H](C)[C@H](CN(C)Cc1ccc3c(c1)OCO3)O2,9,11,0,-12,-3,12,0.6,-0.3,-11,-10,·
CC(=O)OC1c2c(ccc3ccc(=O)oc23)OC(C)(C)C1OC(=O)CC(C)C (configuration not stated),13,0,-1,10,-4,-19,-2.1,-0.7,-15,-11,1
COc1ccccc1CNS(=O)(=O)c1cccs1,6,-2,0,-6,-12,25,-1.6,2.4,-5,-7,-4
O=C(CCC(=O)c1ccc(F)cc1)Nc1cccnc1,5,2,-7,-31,0,22,0.1,1.4,-9,3,-1
CCOC(=O)C1(Cc2ccc(Cl)cc2)CCN(C(=O)CCc2cnccn2)CC1,0,1,-2,-5,1,-18,0.2,0.2,-4,3,2
Cc1cc(C)n(CCC(=O)N2CCN(S(=O)(=O)c3ccc(C)c(C)c3)CC2)n1,-5,-7,2,315*,6,6,-0.6,0.0,-4,-5,12
CCN1C(=O)CSc2ccc(C(=O)NC3CCCCC3)cc21,2,-3,-2,-1,2,6,-0.8,-0.8,0,-6,-3
O=C(Nc1ccc(CN2CCS(=O)(=O)CC2)cc1)c1ccc(C(F)(F)F)cc1,4,1,-1,2,3,-5,-0.6,2.0,0,2,-6
CSc1nsc(NC(=O)Cc2ccccc2)n1,-7,0,5,6,-2,-8,3.0,-4.1,-4,0,-2
CC(Sc1nnc(-c2ccco2)o1)C(=O)NCCC1=CCCCC1 (configuration not stated),-3,4,-5,10,2,·,-1.1,0.5,-7,-9,5
c1coc(CNc2ncnc3ccccc23)c1,-2,5,-1,-2,-2,12,0.2,-0.3,-6,1,-10
CC(C)n1c(CNC(=O)c2ccccc2F)nnc1SCC(=O)NC1CCCCC1,-2,-5,-1,·,-2,-7,-0.7,-0.6,-16,1,1
COc1cccc(/C=N/NC(=O)C(=O)N/N=C/c2cccc(OC)c2O)c1O,-3,·,0,·,·,-9,-0.4,-1.3,11,-15,15
Cc1csc(C(=O)NN)c1N(C)C,10,12,-3,2,-9,7,2.6,-1.1,-4,-12,8
CC(C(=O)Nc1ccc(S(=O)(=O)N2CCCC2)cc1)N1CCCC(C(N)=O)C1 (configuration not stated),3,0,0,·,-4,6,2.4,0.7,0,-12,1
CC(c1nccs1)N(C)c1nc2nonc2nc1NC1CC1 (configuration not stated),-6,6,-2,-3,-13,35,0.4,3.7,-26,-6,14
O=C(NCCNC(=O)c1ccccc1F)c1ccco1,-6,-4,-2,7,-1,-9,2.1,1.6,-2,5,0
O=C(O)CSCC(=O)N1CCN(c2cc(C(F)(F)F)nc3ccccc23)CC1,-4,4,-4,39,-5,-15,-0.5,1.1,2,-15,0
O=c1c2[nH]c3ccc(Br)cc3c2ncn1CCCn1ccnc1,2,5,-6,-7,-18,6,-0.4,-0.3,-4,-2,-4
CCOc1ncccc1C(=O)Nc1ccc(Cl)cc1,6,0,2,-1,-3,-30,-1.3,0.1,-11,5,-2
CN(C(=O)C1CCC(CNS(=O)(=O)c2cccc3cccnc23)CC1)C1CCCCC1 (configuration not stated),8,-6,8,9,-9,-5,·,-0.2,-5,-2,7
CCCc1ncc(CN2CCCCC2C(=O)Nc2ccc(Oc3ccccc3)nc2)cn1 (configuration not stated),-5,3,-5,8,-3,11,-3.2,1.4,-6,-10,-3
CCOc1ccccc1Nc1nnc(C)c(=O)[nH]1,-11,5,0,i,-12,·,-1.5,2.6,-2,2,5
Cc1cccc(C(=O)N2CCCC(c3nc(-c4ccc(F)cc4)no3)C2)c1 (configuration not stated),1,-7,2,-4,-6,-6,-1.9,-1.5,-8,-18,-1
Oc1cc2c(cc1C(c1ccc(Br)cc1)N1CCCC1)OCO2 (configuration not stated),15,0,-10,·,-5,5,2.2,-0.3,3,2,-1
COc1cc(C(=O)N2CCC(n3cnc4cc(F)ccc43)CC2)cc(OC)c1OC,-4,-4,-4,87,4,-12,0.0,-0.9,-2,1,13
O=C(c1ccc(CS(=O)c2cccc(Cl)c2)o1)N1CCOCC1 (configuration not stated),6,4,-3,6,-7,2,-0.4,-1.1,-3,-12,5
CC(C)(C)C(=O)OCc1nc(-c2ccc(F)cc2)cs1,0,5,-4,-11,-18,-23,3.2,-0.3,-6,-4,-2
COc1cnc(-c2ccccc2)[nH]c1=O,·,-8,-2,i,-1,-27,-0.8,0.2,6,3,-2
CC(NC(=O)/C(C#N)=C/c1ccc(OCC(=O)O)cc1)c1ccccc1 (configuration not stated),2,-4,-3,-1,-13,18,-1.7,-0.2,0,-12,2
C=CCNc1nc(N)c(C(=C(C#N)C#N)c2ccc(Br)cc2)s1,0,1,5,43,-18,24,1.6,2.5,10,-6,-8
Cc1nc(CC(=O)Nc2nccs2)cs1,11,-3,-2,6,5,-9,1.2,-0.4,1,9,38
CC(NCc1ccccc1)c1ccccc1O (configuration not stated),-23,-8,-4,-8,5,9,1.0,0.3,-2,-2,-6
COc1ccc(CC(=O)OC(C)CN2CCCCC2)cc1 (configuration not stated),9,3,1,8,1,-29,-0.1,0.0,0,1,-7
Cn1cc(C(=O)NS(=O)(=O)Nc2ccc(Br)cc2)c2ccccc21,4,-4,-3,0,2,20,-3.0,-0.9,-5,-8,2
On1cnnc1-c1ccccc1,1,2,-2,-3,-1,-40,-0.3,2.2,-3,-7,1
CCCCCNc1nc(NCCCO)c(C#N)c2c1CN(C)CC2,0,4,-2,-3,-14,-15,0.0,3.0,1,-10,51*
Cc1cccc(NC(=S)N2CCn3cccc3C2c2cccnc2)c1 (configuration not stated),-8,4,1,-9,-1,-5,1.9,-2.6,-6,-14,3
Cc1cc(F)ccc1NC(=O)CCc1ccc(S(=O)(=O)N2CCOCC2)cc1,-21,-3,3,2,-9,-1,1.0,-2.9,8,2,24
C/C(=N/NC(=O)c1ccco1)c1ccc(NC(=O)c2ccc(Br)o2)cc1,0,-2,-8,-9,-1,-8,0.4,-1.1,-1,-7,-2
N#Cc1c(-c2ccccc2F)cc(C2CC2)nc1SCC(=O)c1cccs1,2,17,-8,9,-12,-31,-1.3,-0.1,0,4,-1

# Screens from PubChem BioAssay.
